HIV fusion peptide = inhibitors of HIV fusion peptide binding, primary screen, biochemical, uHTS, fluorescence dequenching (AID 1986). cell-free peptide binding, fluorescence dequenching, 30 min; higher % means a stronger effect. inhibition, % at 20 µM, or IC50 in µM where a hit was titrated. 0.3% of 290,000 active; in the data active = inhibition mostly above about 52%, no sharp cut-off; inactive = mostly below about 76%; also: some results filed as inactive read as strong as hits
KOR beta-arrestin-1 = kappa opioid receptor blockers – cell-based, luminescence, uHTS (AID 1778); KOR beta-arrestin recruitment, luminescence, antagonist mode; higher % means a stronger effect; one-dose inhibition, % at 10 µM; IC50 in µM for titrated hits; 0.091% of 290,000 active; also: strong numbers were not always called active
NOD1 inhibition = NOD1 signaling inhibitors, primary screen, cell-based, luminescence, uHTS (AID 1578). 1% of 290,000 active. NOD1-driven NF-kB luciferase reporter cells, luminescence; higher % means a stronger effect. inhibition, % at 4 µM, or EC50 in µM where a hit was titrated; in the data active = inhibition mostly above about 36%, no sharp cut-off; inactive = mostly below about 34%;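 also: HEK-293T reporter cells stimulated with the NOD1 agonist gamma-tri-DAP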
Large T inhibition = SV40 large T antigen inhibitors, biochemical (AID 1903); SV40 large T antigen ATPase/helicase inhibition assay; higher % means a stronger effect; inhibition, % at 20 µM, or IC50 in µM where a hit was titrated; 0.39% of 310,000 active; in the data active = a potency from the dose series; also: strong numbers were not always called active
GPR55 LPI antagonism = inhibition of LPI-stimulated GPR55 beta-arrestin translocation – imaging, U2OS, beta-arrestin-GFP, LPI agonist, primary screen (AID 2013); U2OS GPR55 beta-arrestin-GFP translocation imaging, LPI antagonism; higher % means a stronger effect; inhibition, % at 10 µM, or IC50 in µM where a hit was titrated; 0.13% of 290,000 active;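 active = spots per cell inhibited over 60%, with over 100 cells counted and total cytoplasm intensity under 500,000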;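 also: U2OS cells stably carrying GPR55 and arrestin-GFP stimulated by 5 µM LPI near EC80; imaged beta-arrestin-GFP aggregate spots per cell after agonist stimulation; plate controls were LPI-stimulated DMSO wells for no effect and DMSO wells without LPI for full effect; some results filed as inactive read as strong as hits; confirmed hits need IC50 under 10 µM and bright autofluorescent wells are also inconclusive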
MgcRacGAP inhibition = MgcRacGAP GTPase-activating activity inhibitors, confirmation, biochemical, ADP Hunter fluorescence; MgcRacGAP-stimulated Rac1 GTP hydrolysis, ADP Hunter fluorescence; higher % means a stronger effect; GST-tagged Rac1 F28L mutant substrate; one-dose inhibition, % at 30 µM; IC50 in µM for titrated hits; 0.6% of 340,000 active; AID 624330;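 active = first-screen hits whose inhibition reached a set limit at any dose in the follow-up dose series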;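 also: fluorescence reports GDP produced by GAP-driven GTP hydrolysis; strong numbers were not always called active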
GPR55 beta-arrestin = selective activators of receptor GPR55 – imaging, U2OS cells, beta-arrestin-GFP redistribution, primary screen (AID 1961); U2OS GPR55 beta-arrestin-GFP redistribution imaging; higher % means a stronger effect; one-dose activation, % at 10 µM; EC50 in µM for titrated hits; 0.048% of 290,000 active;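 active = activation above 40% with more than 50 cells counted in the well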;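 also: U2OS osteosarcoma cells stably expressing GPR55 and beta-arrestin-GFP; plate controls were DMSO negative control for no effect and LPI positive control for full effect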
HEK293 NOD2/NF-kB = inhibition of NOD2-driven NF-kB reporter – cell-based, luminescence, uHTS, HEK293 (AID 1566) | HEK293 NOD2/NF-kB luciferase reporter, luminescence; higher % means a stronger effect | inhibition, % at 4 µM; hits with a dose series show EC50 in µM | 0.63% of 290,000 active; also: many of its hits are not listed in these tables
KOR beta-arrestin-2 = KOR agonists, beta-arrestin recruitment, primary screen, cell-based, luminescence, uHTS (AID 1777); KOR beta-arrestin recruitment, luminescence; higher % means a stronger effect; activation, % at 10 µM, or EC50 in µM where a hit was titrated; 0.02% of 280,000 active; in the data active = activation above about 50%, passing the limit was not always enough; also: a part of the inactive calls stands beside numbers as strong as those of hits
* marks the source's active call; other numbers are inactive results; . = no result given; [ ] = another dose, or the depositor's remark. Rule as the data show it, unless noted: active = inhibition above about 50%; inactive = the rest. Some of the compounds tested; rates above refer to the full screens.

SMILES | HIV fusion peptide | KOR beta-arrestin-1 | NOD1 inhibition | Large T inhibition | GPR55 LPI antagonism | MgcRacGAP inhibition | GPR55 beta-arrestin | HEK293 NOD2/NF-kB | KOR beta-arrestin-2
Cc1ccc(OCC(=O)N/N=C/c2c[nH]c3ccccc23)c([N+](=O)[O-])c1 | -1.5% | 43% | -30% | 3% | 14% | 6% | -0.2% | 13% | -1.2%
O=C(CCN1N=C(c2ccccc2)CCC1=O)NCC1COc2ccccc2O1 (stereo not drawn) | 0.9% | 5% | -14% | 10% | -2% | . | 1.6% | 12% | 2.8%
Cc1[nH]c2ccccc2c1Cc1n[nH]c(=S)n1C | 3.0% | -27% | -8% | 13% | 5% | 9% | -0.2% | 4% | 16%
O=C(NCc1nnc2c3ccccc3c(-c3ccccc3)nn12)c1ccccc1Cl | 0.1% | . | -2% | 4% | 12% | 9% | 0.0% | 7% | -0.5%
COC(=O)C/C(N)=C(\C#N)C(=O)OC | 0.2% | 13% | -1% | 16% | -3% | 5% | 0.7% | -2% | -5.3%
O=C1CC(c2ccccc2)CN1C(=O)c1cccnc1 (stereo not drawn) | -1.1% | 2%[20 µM] | -26% | 11% | 6% | -4% | -0.1% | 13% | -5.3%
CC(C)C(=O)NC(c1cccc([N+](=O)[O-])c1)c1c(O)ccc2ccccc12 (stereo not drawn) | -0.1% | -56%[20 µM] | -17% | 2% | 8% | -2% | 0.0% | -7% | 1.5%
CCc1nnc(NC(=O)C(C)C)s1 | 0.4% | 12% | -18% | 0% | 26% | 8% | 0.0% | 7% | 1.8%
COC(=O)c1cccc(NC(=O)c2ccc3c(c2)C(=O)N(Cc2cccnc2)C3=O)c1C | 0.0% | -4% | -25% | 5% | 13% | 8% | -0.2% | 9% | 7.8%
Cc1cc(C)c(S(=O)(=O)N2CCCCC2)c(C)c1N(C)S(=O)(=O)c1ccccc1 | -2.5% | 22% | 16% | 0% | 13% | 1% | 0.2% | 4% | 0.5%
CC(C)(C)c1ccc(OCC(=O)NCc2ccco2)cc1 | -1.1% | 12% | -11% | 25% | 14% | 5% | -0.1% | 3% | -7.6%
COc1cccc(N2C(=NC(=O)CCC3CCCC3)SC3CS(=O)(=O)CC32)c1 (stereo not drawn) | 0.3% | -20% | -1% | 8% | -32% | 7% | -0.1% | 10% | 0.0%
Cc1ccc(NCc2nnc(SCCN3CCCCC3)n2CC2CCCO2)c(C)c1 (stereo not drawn) | 0.3% | -47% | -19% | 13% | 0% | -2% | -0.3% | 3% | 2.1%
CC(=O)c1cc2c(cc1N(C(=O)Cn1nnc3ccccc31)C(C(=O)NCCC(C)C)c1cccnc1)OCO2 (stereo not drawn) | 1.0% | 12% | -34% | 2% | 18% | . | -0.1% | 4% | 2.5%
CCOC(=O)N1CCC(N(CCN(C)C)C(=S)Nc2cccc(C)c2)CC1 | 0.0% | -14% | -32% | 7% | -3% | 6% | 1.2% | 6% | -3.6%
COc1ccc(-c2csc3ncnc(N4CCN(c5cccc(C)c5C)CC4)c23)cc1 | 0.9% | 22% | 27% | 6% | 10% | 5% | -0.1% | 0% | -10%
CCC(=O)N1CCc2cc(S(=O)(=O)NC(Cc3ccccc3)C(=O)NC3CCCC3)ccc21 (stereo not drawn) | -2.7% | -5% | -45% | -1% | 30% | -1% | 0.3% | 9% | 1.8%
N#Cc1ccc(C(=O)NNC(=O)c2ccncc2)cc1 | -0.3% | -27%[20 µM] | 1% | 3% | 6% | 4% | -0.1% | -2% | 3.4%
Cc1ccc(S(=O)(=O)N2CCC(C(=O)N[C@@H](C)C(=O)NCc3ccco3)CC2)cc1 | 4.0% | 21% | -22% | 0% | 10% | 9% | -0.2% | 4% | -2.6%
COc1ccc(Cc2nnc(N/N=C(\C)c3ccccc3)[nH]c2=O)cc1OC | -1.6% | 1% | -10% | 7% | -3% | 6% | 0.5% | 1% | 4.1%
Cc1cccc(CSc2ccc(-c3cccs3)nn2)c1 | 2.3% | 3% | -38% | 5% | 0% | 7% | 0.2% | -75% | 5.5%
Cc1ccc(NC(=S)N2CCC(N(C)CC3CCCO3)CC2)cc1 (stereo not drawn) | 2.8% | 2% | -13% | 7% | -7% | 2% | -0.4% | -8% | -1.7%
COC(=O)CC/C(=N/Nc1ccc(Cl)c(Cl)c1)C(=O)OC | -0.4% | 8% | -51% | 3% | -3% | 7% | -0.3% | -29% | -3.2%
COc1ccc(C(NC(=O)CNC(C)=O)C(=O)Nc2ccc(C(C)C)cc2)cc1 (stereo not drawn) | 0.6% | 12% | -7% | 7% | 12% | 9% | 0.5% | 0% | -0.7%
Cc1ccc2nc(NC(=O)C3CCN(S(=O)(=O)c4cccs4)CC3)sc2c1 | -3.8% | -43% | . | 3% | 2% | 7% | 1.5% | 34% | 9.6%

Other records follow:
SMILES | HIV fusion peptide | KOR beta-arrestin-1 | NOD1 inhibition | Large T inhibition | GPR55 LPI antagonism | MgcRacGAP inhibition | GPR55 beta-arrestin | HEK293 NOD2/NF-kB | KOR beta-arrestin-2
CCC(C)(C)NC(=O)CN(Cc1cccs1)C(=O)C(=O)Nc1ccc2c(c1)OCCO2 | -3.4% | -6% | 35% | 7% | 8% | -1% | -0.3% | 4% | -1.0%
CN(C)/C=C/C(=O)c1ccc(-c2ccc(Cl)cc2Cl)o1 | 30% | -9% | -65% | 7% | 4% | 13% | -0.3% | -52% | 0.8%
CCn1c(C)c(C(C)=O)cc(C#N)c1=O | -0.6% | -41%[20 µM] | -5% | 7% | 0% | 2% | -0.1% | 7% | -2.1%
CC(C)c1nc2ccccc2c2nnc(SCC(=O)NCc3ccco3)n12 | 3.6% | -48% | -9% | 0% | -1% | -2% | -0.1% | -1% | 2.5%
COc1ccc(N(CC(=O)NCc2ccc(F)cc2)C(=O)c2snc(C(N)=O)c2N)cc1OC | 1.8% | -70% | -11% | 6% | 4% | 1% | 0.2% | -13% | 6.0%
COc1ccc(NC(=O)N2CCC(c3nc4ccccc4[nH]3)CC2)cc1 | -2.0% | 3% | -11% | 0% | -6% | 9% | -0.4% | -2% | -3.6%
O=C(N[C@@H](c1ccccc1)[C@@H]1C[C@H]1C(=O)NCc1ccccn1)OCc1ccccc1 | 2.1% | -11% | -19% | 12% | -7% | 6% | -0.1% | -14% | 1.0%
COc1ccc(C(=O)Nc2cc(Cl)ccc2Cl)c(OC)n1 | -3.6% | -49% | -12% | 11% | 2% | 4% | 0.0% | 2% | 4.0%
CCc1nnc(NS(=O)(=O)c2ccc(NCc3cc(Cl)ccc3O)cc2)s1 | 38% | 21% | -24% | 13% | 4% | 4% | 0.5% | 15% | 1.8%
O=C(c1ccccc1)c1ccc(N2CCN(C(=O)c3cccc(F)c3F)CC2)c(F)c1 | -0.2% | -10% | 0% | 24% | 12% | 5% | -0.1% | 12% | 15%
COc1ccc(N2CCN(S(=O)(=O)CCNC(=O)C34CC5CC(CC(C5)C3)C4)CC2)cc1 | 0.6% | -54% | -31% | 10% | -7% | 18% | -0.2% | 11% | -4.5%
O=[N+]([O-])c1c(Nc2ccccc2O)cc(N2CCOCC2)c2nonc12 | -2.1% | 33% | 0% | 14% | 9% | 6% | 0.0% | 12% | 2.4%
Cc1cccc(OCC(=O)NCc2ccccc2)c1 | 1.0% | 5% | -12% | 6% | 4% | 11% | -0.1% | 7% | 1.5%
O=C(Nc1cccc(S(=O)(=O)NC2=NCCCCC2)c1)c1cccnc1Cl | -0.6% | -11% | -2% | . | -5% | 8% | -0.1% | -8% | -3.2%
COc1cccc(-c2cc(C(=O)NC3CC3)c3ccccc3n2)c1 | -0.2% | -4% | -31% | 1% | 4% | 7% | 0.0% | -4% | 2.0%
CCOc1ccc(N2CC(C(=O)Nc3ccc(S(=O)(=O)Nc4ncccn4)cc3)CC2=O)cc1 (stereo not drawn) | -0.1% | -23% | -14% | 19% | 6% | -2% | 0.0% | -12% | 3.9%
O=C(NC(=S)Nc1ccc(NC(=O)c2ccco2)cc1)c1ccccc1 | -0.7% | -13% | -22% | 25% | -11% | 8% | -0.3% | 9% | 3.9%
COc1cccc(C2NC(=O)NC(C)=C2C(=O)Nc2cc(OC)ccc2OC)c1 (stereo not drawn) | -1.0% | -1% | -8% | 4% | 0% | -11% | -0.2% | 3% | -27%
Cc1ccc(-n2cc(CN3CCC(O)(c4ccccn4)CC3)c(-c3ccc(F)cc3)n2)cc1 | 0.2% | -41% | -40% | 0% | 26% | 6% | 0.1% | 14% | 0.6%
COc1ccc(NC(=O)Nc2cc(C)ccc2OC(F)F)c(OC)c1 | -1.1% | 17% | . | 1% | -6% | 6% | -0.2% | -3% | -0.2%
CC1CCN(C(=O)CSc2nc3c(c(=O)n2C)SCC3)CC1 | -2.9% | 23% | -4% | 2% | 0% | 9% | 0.3% | 9% | 5.4%
COc1cccc2[nH]c3c(N4CCN(Cc5ccc6c(c5)OCO6)CC4)ncnc3c12 | 0.7% | -13% | 61% | 1% | -8% | . | 0.3% | 20% | 18%
CCOc1ccc(OCC)c(-c2c(=O)n(OCc3ccc(C(C)(C)C)cc3)c3ccccc3[n+]2[O-])c1 | -2.3% | 5% | 20% | 13% | -8% | 10% | 1.3% | 9% | -0.6%
COCCCC1CCN(C(=O)c2cc(COc3ccc(C)nc3)on2)CC1 | -1.3% | 34% | 24% | 0% | -35% | -6% | 0.3% | 36% | -6.6%

Rewritten with each value named: 4 of the compounds above.
molecule: COc1cccc2[nH]c3c(N4CCN(Cc5ccc6c(c5)OCO6)CC4)ncnc3c12
  HIV fusion peptide: 0.7%; KOR beta-arrestin-1: -13%; NOD1 inhibition: 61%; Large T inhibition: 1%; GPR55 LPI antagonism: -8%; MgcRacGAP inhibition: .; GPR55 beta-arrestin: 0.3%; HEK293 NOD2/NF-kB: 20%; KOR beta-arrestin-2: 18%
molecule: CC(C)C(=O)NC(c1cccc([N+](=O)[O-])c1)c1c(O)ccc2ccccc12 (stereo not drawn)
  HIV fusion peptide: -0.1%; KOR beta-arrestin-1: -56%[20 µM]; NOD1 inhibition: -17%; Large T inhibition: 2%; GPR55 LPI antagonism: 8%; MgcRacGAP inhibition: -2%; GPR55 beta-arrestin: 0.0%; HEK293 NOD2/NF-kB: -7%; KOR beta-arrestin-2: 1.5%
molecule: CC(C)(C)c1ccc(OCC(=O)NCc2ccco2)cc1
  HIV fusion peptide: -1.1%; KOR beta-arrestin-1: 12%; NOD1 inhibition: -11%; Large T inhibition: 25%; GPR55 LPI antagonism: 14%; MgcRacGAP inhibition: 5%; GPR55 beta-arrestin: -0.1%; HEK293 NOD2/NF-kB: 3%; KOR beta-arrestin-2: -7.6%
molecule: Cc1ccc(OCC(=O)N/N=C/c2c[nH]c3ccccc23)c([N+](=O)[O-])c1
  HIV fusion peptide: -1.5%; KOR beta-arrestin-1: 43%; NOD1 inhibition: -30%; Large T inhibition: 3%; GPR55 LPI antagonism: 14%; MgcRacGAP inhibition: 6%; GPR55 beta-arrestin: -0.2%; HEK293 NOD2/NF-kB: 13%; KOR beta-arrestin-2: -1.2%

High-throughput results: PubChem BioAssay, several laboratories
